Screens from PubChem.
Rev-erbA mod – Rev-erb alpha (human) modulation; P20393; Rev-erbα–FITC-DNA binding, fluorescence polarization, 90 min; activity, % at 10 µM; 370,000 tested, 0.79% active; AID 1259318;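 active means activity above about 14%, limit read from the data; passing the limit was not always enough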;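 further: 0% = DMSO wells with 35 nM protein and 100% = DMSO wells with 750 nM protein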
ARFGAP1 inh – rat ARFGAP1 inhibition; inhibition, % at 16.5 µM; AID 651572; Arfgap1-stimulated ARF1 GTP hydrolysis, GDP FP detection; Q62848; 360,000 tested, 0.26% active;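 active means inhibition above a per-plate limit, mean inhibition of low control wells plus 3 SD, cut at about 25% in these data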;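 further: 0% = DMSO wells with enzyme and 100% = wells lacking Arfgap1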
Target sequence (Q62848 1-136 limits assumed): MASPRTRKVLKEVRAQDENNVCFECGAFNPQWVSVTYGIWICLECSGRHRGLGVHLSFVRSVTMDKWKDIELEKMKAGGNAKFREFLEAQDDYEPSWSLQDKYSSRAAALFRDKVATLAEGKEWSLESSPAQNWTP
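Material: truncated rat Arfgap1 GAP domain; Incubation: compound-enzyme preincubation 20 min, reaction 120 min, detection 60 min, 25 °C; Read-out: percent inhibition of Arfgap1-stimulated GTP hydrolysis; Technique: FP, GDP Alexa 633 tracer displaced from anti-GDP antibody, 620/688 nm; Controls: No-Arfgap1 wells (100%) versus DMSO full-reaction wells (0%); Replication: single well per compound.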
KLK7 zymogen act – activates the human kallikrein-7 zymogen; purified proKLK7, EDANS-DABCYL substrate fluorescence; 100% is mature enzyme control, 0% vehicle; activation, % at 7 µM; 370,000 tested, 0.9% active; AID 652039;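 active means activation above the mean of all tested compounds plus 3 SD, computed per campaign excluding outliers beyond control limits, cut at about 13% in these data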
Target sequence (P49862 whole entry, looked up): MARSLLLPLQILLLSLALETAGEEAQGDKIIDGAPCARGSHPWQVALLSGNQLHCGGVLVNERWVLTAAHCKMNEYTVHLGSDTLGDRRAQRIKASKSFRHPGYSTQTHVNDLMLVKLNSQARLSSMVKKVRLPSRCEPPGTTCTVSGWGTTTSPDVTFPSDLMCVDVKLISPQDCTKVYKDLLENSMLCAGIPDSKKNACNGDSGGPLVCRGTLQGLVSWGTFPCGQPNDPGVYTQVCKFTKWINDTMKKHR
ASAP1 GAP inh – inhibitors of human ASAP1 ArfGAP activity | ASAP1-stimulated ARF1 GTP hydrolysis, GDP FP detection | 360,000 tested, 0.19% active | inhibition, % at 16.5 µM; in the data active means inhibition above about 25%;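 further: 0% = vehicle with enzyme and substrate and 100% = no enzyme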
PLCg1 inh – PLC-gamma1 (human) inhibition, primary screen. inhibition, % at 12.2 µM. purified PLC-gamma1, fluorogenic substrate, fluorescence. 370,000 tested, 0.84% active; in the data active means inhibition above about 9.5%
Tn6 DDE FP – disrupts Tn6 cyclic peptide binding to fibrin D-Dimer-E complex; Fibrin DD(E) TRITC-Tn6 fluorescence polarization displacement; AID 720509; inhibition, % at 8.3 µM; 370,000 tested, 0.21% active; P02675;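 active means inhibition above a per-campaign cutoff: mean of compounds within control limits plus 3 SD, cut at about 15% in these data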;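 further: 0% = median of all compound wells on the plate and 100% = blocking peptide control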
Target sequence (P02675 whole entry, looked up): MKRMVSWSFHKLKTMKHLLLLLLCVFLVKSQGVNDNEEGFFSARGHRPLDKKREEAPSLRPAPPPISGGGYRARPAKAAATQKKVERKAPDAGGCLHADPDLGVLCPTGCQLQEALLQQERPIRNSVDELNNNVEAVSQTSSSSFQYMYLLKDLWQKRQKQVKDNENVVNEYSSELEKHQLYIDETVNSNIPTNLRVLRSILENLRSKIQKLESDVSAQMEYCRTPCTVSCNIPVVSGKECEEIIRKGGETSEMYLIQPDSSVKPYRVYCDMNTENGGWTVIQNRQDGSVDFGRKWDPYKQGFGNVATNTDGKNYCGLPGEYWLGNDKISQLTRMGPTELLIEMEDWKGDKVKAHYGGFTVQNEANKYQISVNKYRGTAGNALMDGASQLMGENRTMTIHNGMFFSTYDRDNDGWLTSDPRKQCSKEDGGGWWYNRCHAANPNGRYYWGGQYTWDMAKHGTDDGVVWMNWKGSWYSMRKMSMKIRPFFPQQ
UHRF1 binding – UHRF1 methyl-DNA binding inhibition | 370,000 tested, 0.75% active | Q96T88 | UHRF1 binding to methylated oligo, TR-FRET | AID 687016 | inhibition, % at 4.4 µM; in the data active means inhibition above about 21%;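 further: UHRF1 SRA domain binding a hemimethylated CpG hairpin DNA probe; 0% = median of test compound wells and 100% = reference inhibitor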
Tn7 DDE FP – disrupts Tn7 cyclic peptide binding to fibrin D-Dimer-E complex | AID 720508 | 370,000 tested, 0.13% active | FP displacement of FITC-Tn7 peptide from fibrin DD(E); 0% = median of compound wells per plate | inhibition, % at 8.3 µM | P02675;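 active means inhibition above the mean of compounds falling within the control limits plus 3 SD of them, cut at about 14% in these data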;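 further: 0% = plate median of compound wells and 100% = 10 µM Aha-Tn7 peptide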
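Test system – human fibrin DD(E) · Times – 10 min preincubation, 3 h with tracer, room temperature · Detection – fluorescence polarization of the labelled Tn7 tracer · Measure – percent inhibition normalized to high-control wells · Benchmarks – high control wells with 10 µM unlabelled Aha-Tn7 peptide (full inhibition) · Repeats – singlicate testing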
PLCb3 inh – blocks human PLC-beta3 enzyme activity; inhibition, % at 12.2 µM; 370,000 tested, 0.18% active; Q01970; Purified PLC-beta3, fluorogenic substrate, fluorescence; in the data active means inhibition above about 11%;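 further: 0% = median of compound wells on plate and 100% = full blocker control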
HGIII-sPLA2 inh – Blocks human group III sPLA2 activity | Q9NZ20 | QFRET BODIPY PC-A2 liposome hydrolysis, fluorescence | inhibition, % at 12.2 µM | 370,000 tested, 0.56% active | AID 743126;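 active means inhibition above mean plus 3 SD of compounds lying within the high and low control bounds, cut at about 19% in these data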;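 further: 0% = median of test compound wells and 100% = no enzyme DMSO wells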
* hit, by the source's call.

Sequence of screens: Rev-erbA mod	ARFGAP1 inh	KLK7 zymogen act	ASAP1 GAP inh	PLCg1 inh	Tn6 DDE FP	UHRF1 binding	Tn7 DDE FP	PLCb3 inh	HGIII-sPLA2 inh
1) O=C(NCc1ccccc1F)C1CC(=O)N(c2ccc3c(c2)OCCO3)C1 (centres undefined)
    -1	-19	0.3	-11	-4	3	-2	2	-2	4
2) Cc1c(NC(=O)COC(=O)COc2ccc(Nc3ccccc3)cc2)c(=O)n(-c2ccccc2)n1C
    0	2	0.0	4	-4	-5	0	-4	-4	1
3) CC1(C(=O)NCc2ccccc2)CCC(=O)N1C1CCN(Cc2ccccc2)CC1 (centres undefined)
    -3	-2	-0.4	3	2	-5	0	0	1	10
4) Oc1ccccc1N1CCN(c2ncnc3scc(-c4ccccc4)c23)CC1
    -3	4	0.3	11	2	0	0	-10	-8	6
5) O=C(CN(C(=O)c1csnn1)c1ccc(F)c(Cl)c1)NC1CCCC1
    0	5	-0.5	3	-1	-1	-1	-6	-2	1
6) Cc1cccc(C)c1NC(=S)/C(=C(\[O-])c1cccs1)[n+]1ccccc1
    3	5	-0.5	3	-2	-10	1	1	-6	15
7) COc1ccccc1OCc1nnc(SCC(=O)N2CCCC2)o1
    1	10	0.2	6	9	-2	2	5	5	0
8) COC(=O)c1cc2c(c3c4cc(OC)ccc4n(S(=O)(=O)c4ccc(OC)cc4)c13)C(=O)N(C)C2
    1	5	-1.8	11	-73	-4	-3	4	-97	0
9) O=S(=O)(NCCC1CC1(Cl)Cl)c1ccc(Cl)cc1 (centres undefined)
    2	-3	0.3	-9	-2	10	-2	3	-2	-8
10) O=C(CCc1ccccc1)NC1(Cc2ccccc2)CCN(CCCc2ccccc2)C1=O (centres undefined)
    0	1	-0.5	-2	-1	-2	-3	5	-1	-14
11) Cc1cc(C)n(CC(=O)N/N=C/c2cc([N+](=O)[O-])ccc2O)n1
    -4	4	0.6	-4	-1	-1	-3	4	0	-10
12) S=C(NCc1ccccc1)Nc1ccc2cn[nH]c2c1
    5	-4	-0.3	-5	3	-1	-1	1	-4	8
13) O=C(Cc1cccs1)N1CCN=C1SCc1ccc(F)cc1
    3	-2	-0.1	3	-3	1	-1	3	-11	-7
14) O=S(=O)(c1ccc(F)c(F)c1)N1CCN(c2ccccn2)CC1
    -7	1	-0.7	-6	-2	-6	-1	-1	-8	2
15) CNC(=O)c1cccnc1Nc1cccc(C(F)(F)F)c1
    1	2	0.5	4	-3	-1	5	3	-2	-5
16) CCOc1[nH]n(-c2ccccc2)c(=O)c1C=NCc1cccnc1
    4	2	0.7	-4	2	2	8	0	2	4
17) CCN(CC)S(=O)(=O)c1ccc2oc(Nc3ccccc3)nc2c1
    -4	3	0.0	-14	0	-6	-3	-1	-12	-8
18) CCC(C(=O)O/N=C(\N)c1ccccc1)c1ccccc1 (centres undefined)
    4	4	0.0	7	-52	3	0	2	-3	7
19) N#CC1(NC(=O)COC(=O)c2ncc(Cl)c(Cl)c2Cl)CCCCC1
    -2	2	0.0	-2	-1	-7	1	0	-5	1
20) CCN(CC)C(=O)Cn1c(=O)n(CCC(=O)Nc2ccc(F)cc2)c(=O)c2sccc21
    0	23	0.4	2	2	4	0	-4	-4	5
21) CN(C)c1oc(-c2ccccc2F)nc1C#N
    -8	-5	5.1	9	-118	-2	-4	0	-146	3
22) CC1(C)Cc2c(c(-c3ccccc3)[nH]c(=O)c2C#N)CO1
    3	1	-0.8	-15	-4	5	2	9	-12	4
23) CCn1c(SCC(=O)N2CCCc3ccccc32)nc2ccccc2c1=O
    -4	-10	0.2	-1	2	2	-1	5	1	-7
24) COc1cc(CNc2ncnc3c2ncn3[C@H]2CN(Cc3cccc(C(F)(F)F)c3)C[C@@H](COC(C)=O)O2)cc(OC)c1OC
    0	-5	-0.8	13	0	3	0	1	1	-24
25) O=C1c2ccccc2C(=O)c2c(NCCCN(CCO)CCO)cccc21
    17	-8	-0.3	5	3	6	36*	4	0	20*
26) CC(=O)Nc1ccc(S(=O)(=O)N[C@@H](C)C(=O)OCC(=O)c2ccc(Br)s2)cc1
    -3	-10	0.8	-4	-2	7	-2	-7	-2	-8
27) O=c1c(Oc2ccccc2)coc2cc(O)cc(O)c12
    -1	-3	0.4	3	1	-3	-1	1	2	-1
28) Cc1cc(NC(=O)c2c(-c3c(F)cccc3Cl)noc2C)no1
    0	-10	0.6	-11	-33	-2	-3	-2	-4	0
29) CCc1ccccc1NC(=O)CN(C)C(=O)CN1C(=O)NC2(CCCCCC2)C1=O
    -1	-9	0.6	-4	0	-5	-1	-3	1	5
30) O=c1c2ccccc2sc2ccccc12
    8	-1	-4.7	-3	-24	-14	-3	1	-28	-1

In another format: 2 of the compounds above
item	molecule	Rev-erbA mod	ARFGAP1 inh	KLK7 zymogen act	ASAP1 GAP inh	PLCg1 inh	Tn6 DDE FP	UHRF1 binding	Tn7 DDE FP	PLCb3 inh	HGIII-sPLA2 inh
25	O=C1c2ccccc2C(=O)c2c(NCCCN(CCO)CCO)cccc21	17	-8	-0.3	5	3	6	36*	4	0	20*
26	CC(=O)Nc1ccc(S(=O)(=O)N[C@@H](C)C(=O)OCC(=O)c2ccc(Br)s2)cc1	-3	-10	0.8	-4	-2	7	-2	-7	-2	-8

The list goes on:
Sequence of screens: Rev-erbA mod	ARFGAP1 inh	KLK7 zymogen act	ASAP1 GAP inh	PLCg1 inh	Tn6 DDE FP	UHRF1 binding	Tn7 DDE FP	PLCb3 inh	HGIII-sPLA2 inh
31) CC(C)Cc1nnc(NC(=O)CN2C(=O)NC3(CCCCC3)C2=O)s1
    -1	-2	0.2	-1	3	11	-1	4	-5	0
32) CCN(Cc1ccccc1)C(=O)C1CCN(c2ncnc3c2nc2n3CCCCC2)CC1
    0	-5	-0.2	14	5	0	2	-1	-3	-1
33) O=C(NCC(O)c1nc2ccccc2[nH]1)c1cc2ccccc2[nH]1 (centres undefined)
    1	10	0.2	4	3	-12	0	-6	-1	-5
34) CCOCCCNC(=O)Cn1cnc2c(cnn2-c2ccc(OC)cc2)c1=O
    5	13	0.1	-9	1	-3	-3	-5	-4	-3
35) COc1cc(C(=O)/C=C/Nc2ccc(NC(C)=O)cc2)cc(OC)c1OC
    -2	9	0.2	11	-53	-2	5	-7	-75	3
36) O=C(CSc1ccc(Br)cc1)N1CCOCC1
    2	4	0.6	7	0	4	1	-1	-3	3
37) O=C(CCSCc1ccccc1Cl)NCc1cccs1
    0	3	0.3	8	1	-3	-1	-8	-5	-3
38) COc1c(C)cc(C(=O)C2CCCN(C(=O)c3cc(C)on3)C2)cc1C (centres undefined)
    -1	3	0.4	-10	-1	-4	-1	10	-5	0
39) COc1ccc2nc(N/C(N)=N/S(C)(=O)=O)nc(C)c2c1
    2	-10	2.5	0	-13	9	-3	5	-30	1
40) Cc1ccc(C)c(OCc2cc(C(=O)N3CCc4sccc4C3)no2)c1
    3	-2	-0.1	10	2	2	1	0	-3	1
41) Cc1ccc(-n2c(Cc3cccn3C)nnc2SCC(=O)Nc2nnc(C)s2)cc1
    -7	1	0.2	-5	-6	4	-5	-10	-6	-30
42) Cn1c(SCC(=O)N2CCc3ccccc32)nc2cccnc21
    2	2	-0.3	-11	-2	-1	-1	-4	-3	-2
43) COc1ccc(-c2cnn3c(N)c(S(=O)(=O)C(C)(C)C)cnc23)cc1
    -1	-8	0.0	-9	-5	-2	-3	6	-4	-6
44) Cc1ccc(NC(=O)c2cccc(NC(=O)/C=C/c3ccco3)c2)cc1C
    2	6	-0.8	14	-9	-13	-6	-2	0	-5
45) O=C(COC(=O)c1cccnc1Cl)NCc1cccs1
    -2	4	0.3	-2	1	-2	5	2	0	3
46) Cc1cc(C)nc(Sc2nc(Nc3ccccc3)nc(Sc3nc(C)cc(C)n3)n2)n1
    -1	7	0.1	3	6	-9	-7	4	0	-5
47) CC(=O)c1c(N(C)C)ccnc1C(F)(F)F
    -6	-3	0.0	-12	0	-5	2	-3	0	-2
48) Cc1ccc(Sc2c(C)nn(C(=O)C3CC3)c2C)cc1
    2	-2	0.8	6	-1	2	-3	-4	5	-4
49) Cc1ccc([C@H]2C[C@@H](n3cc(C4CC4)nn3)[C@H](O)CN2C(=O)C2CCCCC2)cc1
    -1	3	0.9	-9	-1	2	0	4	3	1
50) Cc1cc(C)c(S(=O)(=O)N(C)CC(N)=O)c(C)c1
    -3	18	-0.1	-4	4	-1	6	-6	3	0
51) N#Cc1ccc(C(=O)CSc2nnc(-c3ccc(C(F)(F)F)cn3)s2)cc1
    6	1	0.5	1	-4	0	-1	4	-8	-4
52) CCCS(=O)(=O)c1ccc(COC(=O)c2cccc(NC(=O)C(C)C)c2)cc1
    1	1	-0.3	13	-1	8	0	8	-10	-8
53) O=C(Cc1ccccc1F)OCC(=O)N1CCc2ccccc21
    -1	-4	-0.1	13	1	7	2	-2	0	-6
54) CC(=O)Oc1ccc(/C=C(\NC(=O)c2ccco2)C(=O)Nc2ccc(C(C)=O)cc2)cc1
    -2	5	0.4	-9	2	-6	-1	4	-13	2
55) COc1ccc(Cc2c(C3CCCCC3)nc3cc(C)c(Br)c(C)n23)c(C)c1
    -3	7	0.7	3	6	-4	5	0	2	5
56) CCc1cccc(NC(=O)[C@@H]2CCCN2C2=NS(=O)(=O)c3ccccc32)c1
    4	10	0.1	1	-2	-5	-1	0	0	-3
